Anesthetic bind: binds horse apoferritin like a general anesthetic. AID 485281. hit rate 0.074% among 350,000. P02791. Potency, µM (titrated, usually from 77.5 µM), inactives show at the highest dose activity change, negative = displacement, usual class: inhibitors. apoferritin/1-aminoanthracene competitive binding, fluorescence; further: potency means the concentration at half of the fitted maximal effect; on the % scale 0 is the no-effect control and ±100 the full control effect; nearly all actives have a fitted effect of over 20% in size
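Steps: apoferritin (10 uM) was premixed with half-saturated 1-AMA in PBS, compounds were pin-transferred, plates stood 10 min at room temperature, fluorescence was read at 380/535 nm, and curves were fitted with a Hill equation.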
D1 antag: blocks dopamine activation of the human D1 receptor; hit rate 3.2% among 360,000; activity change, negative = inhibition, % at 10 µM; HEK293 TREx D1 cells, calcium flux, dopamine EC80; hits give low values; P21728; in the data active means activity change below about -30%; further: on the % scale 0 is the no-effect control and ±100 the full control effect
Target sequence (P21728 whole entry, looked up): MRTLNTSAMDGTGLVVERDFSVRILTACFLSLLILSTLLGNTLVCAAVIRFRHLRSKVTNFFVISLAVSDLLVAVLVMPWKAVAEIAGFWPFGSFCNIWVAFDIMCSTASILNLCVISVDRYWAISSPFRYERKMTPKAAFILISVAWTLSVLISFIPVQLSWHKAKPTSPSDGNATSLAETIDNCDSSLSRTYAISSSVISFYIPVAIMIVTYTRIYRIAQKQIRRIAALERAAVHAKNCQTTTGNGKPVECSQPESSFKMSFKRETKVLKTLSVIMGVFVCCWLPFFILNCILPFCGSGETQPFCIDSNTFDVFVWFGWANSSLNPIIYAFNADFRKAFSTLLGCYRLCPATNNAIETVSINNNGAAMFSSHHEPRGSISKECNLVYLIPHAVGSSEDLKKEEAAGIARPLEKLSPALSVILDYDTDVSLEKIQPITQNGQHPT
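Allosteric or orthosteric antagonism assessed as attenuation of the calcium response to EC80 dopamine, added 180 s after compound, in induced HEK293 Trex D1 cells loaded with no-wash calcium dye.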
RXFP1 antagonist: RXFP1 (human) relaxin receptor antagonism. Q9HBX9. HEK293-RXFP1, relaxin-stimulated cAMP HTRF, 30 min; hits give low values. activity change, negative = inhibition, % at 57.5 µM. hit rate 0.59% among 350,000;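 active means activity change of -60% or lower, but not beyond a set lower limit; inconclusive means change between -60% and -40%, or beyond the set limit; inactive means change above -40%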; further: on the % scale 0 is the no-effect control and ±100 the full control effect
TRHR agonist: activates the human TRH receptor. P34981. TRHR cells, calcium flux fluo-8, FDSS agonist mode. activation, % at 2 µM. hit rate 0.18% among 360,000. AID 493084; in the data active means activation above about 30%; further: 0% is about no effect
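In this calcium-flux screen, cells bearing human TRHR are dye-loaded with fluo-8, baselined for 10 cycles, then exposed to library compounds; positive kinetic calcium responses during the agonist phase mark hits, with TRH as control.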
D1 potentiator: potentiators of human D1 dopamine receptor | hit rate 0.036% among 360,000 | potentiation, % at 10 µM | HEK293 TREx D1 cells, calcium flux, dopamine EC20 potentiation | P21728; in the data active means potentiation above about 30%; further: 0% is about no effect
RXFP1 ag: agonists of human relaxin receptor RXFP1; Q9HBX9; HEK293T-RXFP1 cAMP TR-FRET, 30 min; response scale: percent of porcine relaxin response, buffer zero; Potency, µM (series often up to 57.5 µM), for the others: top-dose activation, hits mostly activators; hit rate 0.3% among 370,000; further: potency means the concentration at half of the fitted maximal effect; on the % scale 0 is the no-effect control and ±100 the full control effect; nearly all actives have a fitted effect of over 60% in size; many of its hits are not listed in these tables
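HEK293T cells stably expressing RXFP1 were pretreated with the PDE4 inhibitor Ro 20174, exposed to compounds for 30 min at 37C, lysed, and cAMP was read by TR-FRET. Data normalized to buffer (basal) and 29 nM porcine relaxin (100%).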
TRHR enhancer: allosterically enhances the human TRH receptor; AID 493056; hit rate 0.66% among 360,000; TRHR cells, fluo-8 calcium fluorescence, EC20 TRH enhancement; enhancement, % at 2 µM; in the data active means enhancement above about 30%; further: 0% is about no effect
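Enhancer read-out: after compound pinning and an initial kinetic agonist-mode read, an EC20 of TRH (10 nM final) was injected and fluo-8 calcium signal (Ex 480/Em 530) followed at 1 s/cycle for 100 cycles in TRHR-expressing cells.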
D1 agonist: agonists of human D1 dopamine receptor; P21728; hit rate 1% among 360,000; AID 504660; HEK293 T-REx D1 cells, calcium flux, agonist mode; activation, % at 2 µM; in the data active means activation above about 30%; further: 0% is about no effect
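Agonism was scored from calcium flux recorded over 180 s (1 read/s) after pintool compound addition, following a 10-cycle baseline. Cells were inducible force-coupled HEK293 TREx D1, plated overnight at 30 C and loaded with no-wash calcium dye.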
D2 potentiator: positively modulates the human D2 dopamine receptor allosterically | P14416 | HEK293 T-REx D2, calcium flux, EC20 dopamine potentiation | potentiation, % at 10 µM | hit rate 0.34% among 340,000 | AID 485347;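 active means potentiation over 3 SD above the plate norm, cut at about 30% in these data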; further: 0% is about no effect
Target sequence (P14416 whole entry, looked up): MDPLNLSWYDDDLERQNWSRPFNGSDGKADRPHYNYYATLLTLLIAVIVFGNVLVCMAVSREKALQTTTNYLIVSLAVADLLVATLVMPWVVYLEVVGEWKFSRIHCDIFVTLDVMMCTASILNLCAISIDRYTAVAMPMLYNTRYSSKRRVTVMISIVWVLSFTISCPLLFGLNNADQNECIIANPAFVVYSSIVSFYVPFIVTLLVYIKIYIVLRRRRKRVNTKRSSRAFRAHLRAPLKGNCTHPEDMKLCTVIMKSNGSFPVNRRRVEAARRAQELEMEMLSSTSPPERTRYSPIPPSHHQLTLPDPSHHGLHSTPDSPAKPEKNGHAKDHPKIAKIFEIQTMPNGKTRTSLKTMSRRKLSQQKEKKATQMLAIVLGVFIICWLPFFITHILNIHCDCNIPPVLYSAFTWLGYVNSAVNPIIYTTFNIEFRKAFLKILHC
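Cells plated with tetracycline inducer and held overnight at 30 C; calcium dye loaded 30–90 min at room temperature; baseline taken, compound added and read 180 s; EC20 dopamine then added and read 180 s.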
An asterisk follows results filed as active; ? = inconclusive; . = not tested or not shown; & = joins results of further samples; [ ] = another dose, or the depositor's remark. Unless noted, the call rests on the fitted dose curve; in most records, active means well fitted curve in the direction sought with a large enough effect; inconclusive means small, poorly fitted or top-dose-only effect, or another doubt; inactive means no such curve, though single readings can be large; an effect the other way counts as inactive or inconclusive. These rows are one share of the data, so the mix of outcomes need not match the whole.

molecule	Anesthetic bind	D1 antag	RXFP1 antagonist	TRHR agonist	D1 potentiator	RXFP1 ag	TRHR enhancer	D1 agonist	D2 potentiator
Cc1ccc(NC(=O)CCC(=O)OC(C(=O)c2ccc(C)c(C)c2)c2ccccc2)c(C)c1 (stereo not given)	?	39	-16	-0.4	-2	0.3%	2	6	-2
S=c1[nH]nc(-c2ccc(Br)cc2)n1-c1ccc(Br)cc1	-4%	13	-10	-0.2	3	0.4%	-3	-3	-5
CCOC(=O)c1cnc(-n2cc(C)cn2)nc1NCc1ccc2c(c1)OCO2	-12%	34	-18	0.1	0	6.8%	3	4	9
CCNC(=O)CN1C(=O)NC(Cc2ccccc2)(Cc2ccccc2)C1=O	-3%	-2	1	0.1	4	1.8%	-1	2	-6
Cn1c(=O)c2sccc2n(Cc2cccc(Br)c2)c1=O	-18%	-17	13	-1.2	-6	-1.6%	0	15	-2
Cc1noc(NS(=O)(=O)c2ccc(N3CC(O)=C(c4ccccc4)C3=N)cc2)c1C	-6%	-5	8	-0.4	13	22%	8	3	9
CC(=O)NC(Cc1cccc(F)c1)C(=O)NC1CCN(C(=O)c2ccc(C)cc2)CC1 (stereo not given)	-2%	-19	3	0.4	-3	2.4%	-8	3	8
N#Cc1ccc(C23CC4(C2)[C@H](CN(Cc2ccc(C(F)(F)F)cc2)[C@@H]4c2ccccc2)C3c2ccc(Cl)nc2)cc1 (stereo not given in full)	-8%&0%	35	.	1.1	-1	0.0%	8	2	-2
O=C(Nc1nccs1)c1ccc(Cl)c(S(=O)(=O)N2CCCCC2)c1	?	-7	-17	-0.4	-4	4.1%	-4	3	8
COc1ccc(OC)c(/C=N/NC(=O)c2cc3c(OC)c(OC)ccc3[nH]2)c1	41%[activator]	16	-8	-0.6	-5	4.7%	-8	0	.
O=C(COC(=O)CNC(=O)c1cccs1)Nc1ccc(C(F)(F)F)cc1[N+](=O)[O-]	.	-20	-6	-0.3	-1	-0.1%	19	4	-7
Cc1[nH]c2ccccc2c1-c1csc(NC(=O)CN2CCOCC2)n1	-10%	.	-4	0.7	0	1.8%	-2	0	4
c1cncc(CSc2nnc3ccc(-c4ccco4)nn23)c1	0%	3	4	0.2	-2	21%	1	1	5
CSc1cccc(CN2CCCC(CO)(Cc3cccc(Cl)c3)C2)c1 (stereo not given)	1%	3	-7	0.4	0	0.7%	2	5	-13
COCCNc1cc(C)nc2c(-c3ccccc3OC)c(C)nn12	5%	-13	.	-0.1	-2	2.5%	-6	3	6
CCCCCNC(=O)[C@@H]1CSC2c3ccccc3C(=O)N21 (stereo not given in full)	-8%	15	10	-0.3	-7	-1.9%	0	3	2
CC(C)c1[nH]nc2c1C(Cc1ccccc1)C(C#N)=C(N)O2 (stereo not given)	-17%	1	-10	0.2	0	-1.3%	0	0	0
Cn1cnnc1SC1CCCCC1NS(=O)(=O)c1ccccc1 (stereo not given)	-9%	-3	5	-0.4	2	0.1%	-4	1	-6
CC(=O)N1c2ccccc2CC1C(=O)N1CCN(c2cccc(Cl)c2)CC1 (stereo not given)	-13%	-1	-10	0.1	-1	1.4%	-1	2	5
Nc1ncn(CC(=O)c2ccccc2)n1	-4%	-5	-9	0.6	-3	-0.1%	-8	1	-6
CCOC(=O)CNC(c1ccccc1)c1cc(Br)ccc1NC(=O)OCC (stereo not given)	5%	5	-22	0.6	1	0.8%	-5	5	11
CCOC(=O)c1c(C)oc2nc(C)nc(Nc3ccc(CC)cc3)c12	55%[activator]	4	14	-1.5	2	-0.8%	14	2	7
COC(=O)C(Cc1c[nH]c2ccccc12)NC(=O)c1cccs1 (stereo not given)	3%	-17	0	0.1	4	-0.4%	2	5	.
CC(C)C(NS(=O)(=O)c1ccc2c(c1)oc(=O)n2C)C(=O)NCCc1ccc(Cl)cc1 (stereo not given)	-15%	20	.	0.2	0	-0.6%	-11	2	0
Cc1ccc(NC(=O)NCc2cccnc2)cc1Cl	-15%	-2	-1	-0.6	-7	-4.4%	-1	0	-13
Cc1cccc(OCCOc2ccccc2C=C(C#N)C#N)c1	-15%	5	3	-0.9	-4	-0.6%	-8	2	1
CC1(C)C/C(=N\O)c2cc3c(nc2C1)CCCC3	-7%	-26	0	-0.9	0	-0.2%	-6	5	-3
O=c1c2ccccc2ncn1-c1ccc(Cl)cc1[N+](=O)[O-]	-9%	-22	0	-1.4	-4	-0.8%	2	4	12
C=CCn1c(COc2ccc(Cl)cc2)nnc1SCC(=O)c1c(N)n(C)c(=O)n(C)c1=O	-4%	-4	-5	0.6	0	4.8%	3	3	-2
Cc1cc(C)nc(N/N=C/c2ccccc2OCc2ccc(Br)cc2)n1	3%	-4	.	-0.5	2	-1.4%	-7	1	-16
Cc1noc(NS(=O)(=O)c2ccc(NC(=O)CCCOc3ccc(Cl)cc3Cl)cc2)c1C	-5%	8	-9	0.4	2	-1.5%	3	0	-6
Cc1cc(C)cc(NC(=O)CCN2CC(C)OC(C)C2)c1 (stereo not given)	-10%	2	-4	-0.7	8	0.9%	-2	2	-10
O=C(COC(=O)c1cccc(NS(=O)(=O)/C=C/c2ccccc2)c1)Nc1ccccc1OC(F)F	-20%	9	20	0.6	2	1.5%	-3	3	6
COc1ccc(Cl)cc1NC(=S)NCCC(c1ccccc1)c1ccccc1	14%	-17	-7	0.1	-4	3.2%	-4	4	-29
CN(C)C(=O)c1cc(C(=O)Cc2ccccc2)c[nH]1	-10%	4	6	1.0	-11	1.9%	-3	4	5
CCOc1ccc(S(=O)(=O)NC(C)C(=O)NCc2cccnc2)cc1 (stereo not given)	-6%	-18	-12	-0.2	-11	-0.2%	4	0	7
O=C1CC(N2CCC(O)CC2)C(=O)N1c1ccc(Br)cc1 (stereo not given)	-11%	2	6	-0.2	1	-0.7%	-5	3	-1
Cc1nnc(-c2cnn(-c3ccccc3)c2N)n1Cc1ccc(F)cc1	4%	-7	3	1.6	3	0.8%	-7	4	-2
COc1ccc(/C=C/C(=O)NCCCn2ccnc2)cc1	43%[activator]	11	-15	-0.1	0	0.0%	0	2	4
CCc1nnc(NS(=O)(=O)c2ccc(NC(=O)c3ccc(C#N)cc3)cc2)s1	-3%	-7	9	1.1	-3	1.2%	2	3	12
CCOC(=O)N1CCC2(CC1)CC(=O)c1cc(O)ccc1O2	-1%	-16	-12	0.2	-2	2.4%	-1	2	8
Cc1sc(/C=C2\C(=O)ON=C2c2ccccc2)cc1Br	4%	34	.	0.1	-4	-0.5%	-5	1	-23
O=C(CN1CCCC1)Nc1ccc(NC(=O)Nc2ccccc2Cl)cc1	-14%	-5	-12	2.4	-8	-1.5%	-7	1	.
COc1ccc(NC(=O)Cn2c(=O)oc3cc(S(=O)(=O)N4CCCC4)ccc32)cc1OC	-8%	-3	-7	0.6	-3	-0.4%	7	1	-6
N#CCCN(C(=O)COc1ccc(Br)cc1F)c1ccc(F)cc1	-12%	-21	4	0.2	1	0.4%	-3	1	-15
CCc1nnc2n1N(C(C)=O)C(c1ccc(C(C)(C)C)cc1)=C(C(C)=O)S2	2%	.	-30	0.2	5	1.8%	3	-4	17
COCCNC(=O)C(c1cccs1)N(C(=O)Cn1nnc2ccccc21)c1ccc2c(c1)OCO2 (stereo not given)	-9%	5	-12	0.7	3	0.2%	16	0	9
CC(C)COc1cccc(C(=O)NNC(=O)C2COc3ccccc3O2)c1 (stereo not given)	-21%	3	12	-0.7	11	1.1%	-1	1	0

Next section, starting with the last 3 of the part before.
molecule	Anesthetic bind	D1 antag	RXFP1 antagonist	TRHR agonist	D1 potentiator	RXFP1 ag	TRHR enhancer	D1 agonist	D2 potentiator
CCc1nnc2n1N(C(C)=O)C(c1ccc(C(C)(C)C)cc1)=C(C(C)=O)S2	2%	.	-30	0.2	5	1.8%	3	-4	17
COCCNC(=O)C(c1cccs1)N(C(=O)Cn1nnc2ccccc21)c1ccc2c(c1)OCO2 (stereo not given)	-9%	5	-12	0.7	3	0.2%	16	0	9
CC(C)COc1cccc(C(=O)NNC(=O)C2COc3ccccc3O2)c1 (stereo not given)	-21%	3	12	-0.7	11	1.1%	-1	1	0
CCN(CC)CCOCCOc1ccccc1F	-1%	-2	5	0.1	-9	-0.2%	5	2	-34
Cc1ccc(S(=O)(=O)N(C)CC(=O)N2CCOCC2)cc1	9%	-22	-5	1.1	-3	-0.8%	7	1	-3
CCCn1c2ccccc2c2cnn(CC(=O)NCCc3ccc(C)cc3)c(=O)c21	-18%	-2	-2	-0.5	5	7.8%	-1	1	-2
O=C(CSc1nnc2ccc(-c3cccnc3)nn12)Nc1cccc(F)c1	.	-7	-17	-0.8	-3	10%	3	-2	-1
Cc1cccc(Nc2nc(-c3ccccc3)cs2)n1	-17%	10	-19	0.3	1	-0.1%	1	5	8
CS(=O)(=O)Nc1ccc(C(=O)NC2CCCCC2)cc1	-5%	8	2	-0.5	-3	0.7%	0	2	-10
Cc1c(-c2ccco2)[n+](=O)c2c(n1[O-])CCC2	-6%	-13	-6	-0.3	1	2.5%	15	-2	2

Bioassay records deposited in PubChem by National Center for Advancing Translational Sciences (NCATS).
